KOR beta-arrestin-1: kappa opioid receptor activators – cell-based, luminescence, uHTS, primary screen (AID 1777); KOR beta-arrestin recruitment, luminescence; higher % means a stronger effect; one-dose activation, % at 10 µM; EC50 in µM for titrated hits; hit rate 0.02% among 280,000; in the data active = activation above about 50%, passing the limit was not always enough; note: a part of the inactive calls stands beside numbers as strong as those of hits
GPR35 arrestin U2OS: GPR35 antagonists blocking zaprinast-driven arrestin recruitment, primary screen, imaging, U2OS, beta-arrestin-GFP, zaprinast agonist (AID 2058) | hit rate 0.052% among 290,000 | inhibition, % at 10 µM, or IC50 in µM where a hit was titrated | U2OS GPR35 beta-arrestin-GFP translocation imaging, zaprinast antagonism; higher % means a stronger effect;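 active = inhibition of at least 50% with at least 30 cells and total cytoplasm GFP at most 10,000,000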
Myeloid diff 2: promotes myeloid progenitor differentiation. ER-HoxA9 myeloid progenitors, lysozyme-GFP differentiation, flow cytometry. calls only at 10 µM. hit rate 1% among 360,000. AID 624256;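 active = normalized GFP-positive differentiation at or above the plate's own cutoff, the solvent-only control mean plus 3 SD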;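 note: cells exposed to compound for four days before flow analysis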
GPR55 beta-arrestin: GPR55 agonists via beta-arrestin recruitment, primary screen, imaging, U2OS cells, beta-arrestin-GFP redistribution (AID 1961) | U2OS GPR55 beta-arrestin-GFP redistribution imaging; higher % means a stronger effect | activation, % at 10 µM, or EC50 in µM where a hit was titrated | hit rate 0.048% among 290,000;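 active = activation above 40% with more than 50 cells counted in the well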;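 note: U2OS osteosarcoma cells stably expressing GPR55 and beta-arrestin-GFP; plate controls were DMSO negative control for no effect and LPI positive control for full effect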
KOR beta-arrestin-2: KOR antagonists, beta-arrestin recruitment, cell-based, luminescence, uHTS (AID 1778); KOR beta-arrestin recruitment, luminescence, antagonist mode; higher % means a stronger effect; one-dose inhibition, % at 10 µM; IC50 in µM for titrated hits; hit rate 0.091% among 290,000; note: strong numbers were not always called active
HIV fusion peptide: inhibitors of HIV fusion peptide binding, primary screen, biochemical, uHTS, fluorescence dequenching (AID 1986) | cell-free peptide binding, fluorescence dequenching, 30 min; higher % means a stronger effect | hit rate 0.3% among 290,000 | one-dose inhibition, % at 20 µM; IC50 in µM for titrated hits; in the data active = inhibition mostly above about 52%, no sharp cut-off; inactive = mostly below about 76%; note: some results filed as inactive read as strong as hits
GPR55 LPI antagonism: GPR55 antagonists blocking LPI-driven arrestin recruitment, primary screen, imaging, U2OS, beta-arrestin-GFP, LPI agonist (AID 2013). one-dose inhibition, % at 10 µM; IC50 in µM for titrated hits. hit rate 0.13% among 290,000. U2OS GPR55 beta-arrestin-GFP translocation imaging, LPI antagonism; higher % means a stronger effect;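 active = spots per cell inhibited over 60%, with over 100 cells counted and total cytoplasm intensity under 500,000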;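 note: U2OS cells stably carrying GPR55 and arrestin-GFP stimulated by 5 µM LPI near EC80; imaged beta-arrestin-GFP aggregate spots per cell after agonist stimulation; plate controls were LPI-stimulated DMSO wells for no effect and DMSO wells without LPI for full effect; some results filed as inactive read as strong as hits; confirmed hits need IC50 under 10 µM and bright autofluorescent wells are also inconclusive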
NOD2 inhibition: inhibition of NOD2-driven NF-kB reporter – cell-based, luminescence, uHTS, HEK293 (AID 1566) | inhibition, % at 4 µM, or EC50 in µM where a hit was titrated | hit rate 0.63% among 290,000 | HEK293 NOD2/NF-kB luciferase reporter, luminescence; higher % means a stronger effect; note: many of its hits are not listed in these tables
NOD1 inhibition: inhibition of NOD1-driven NF-kB reporter – cell-based, luminescence, uHTS, primary screen (AID 1578); one-dose inhibition, % at 4 µM; EC50 in µM for titrated hits; hit rate 1% among 290,000; NOD1-driven NF-kB luciferase reporter cells, luminescence; higher % means a stronger effect; in the data active = inhibition mostly above about 36%, no sharp cut-off; inactive = mostly below about 34%;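 note: HEK-293T reporter cells stimulated with the NOD1 agonist gamma-tri-DAP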
Myeloid diff 2 GFP+ MAC1+ %: recorded beside Myeloid diff 2, whose call it bears; GFP+ MAC1+ double positive, %; measured here: differentiation confirmed by MAC1 staining
The depositor's hits bear a star; i = inactive; nt = not tested or not shown; [ ] = dose if it differs, or a comment. Cut-off read from the data, not from the text of the source, unless noted: active = inhibition above about 50%; inactive = the rest. Some of the compounds tested (hit frequency here may not be typical).

The line under a structure holds: KOR beta-arrestin-1	GPR35 arrestin U2OS	Myeloid diff 2	Myeloid diff 2 GFP+ MAC1+ %	GPR55 beta-arrestin	KOR beta-arrestin-2	HIV fusion peptide	GPR55 LPI antagonism	NOD2 inhibition	NOD1 inhibition
> O=c1cc(CSc2nnnn2-c2ccccc2)nc2sccn12
    -5.7%	3.3%	i	0.6	-0.1%	8.2%	1.1%	20.2%	11.7%	-23.0%
> COc1ccccc1N1CCN(Cc2cccs2)CC1
    -9.4%	-4.5%	i	7.4	-0.1%	27.2%	-1.7%	-16.5%	-24.2%	0.4%
> Cc1cccc(C)c1N1C(=O)C(Cl)=C(N2CCCC2)C1=O
    0.0%	2.1%	i	0.4	-0.2%	-3.7%	0.6%	-5.8%	-0.4%	-11.1%
> COc1cccc(CN2CCNC(=O)C2CC(=O)N(C)CC2CCOCC2)c1 (stereo unspecified)
    -2.2%	2.9%	i	0.4	-0.1%	16.8%	-1.0%	22.0%	1.7%	-21.1%
> CCCCN(C)CCCNC(=O)c1ccc2c(c1)NC(=O)C(N1CCOCC1)S2 (stereo unspecified)
    -2.1%	-4.7%	nt	nt	0.6%	25.1%	-0.7%	14.0%	1.0%	7.4%
> Cn1c(CN2CCCC2)nc2cc(NC(=O)c3cccs3)ccc21
    2.1%	0.6%	i	0.7	0.3%	-56.3%	-0.8%	1.6%	-7.8%	-35.0%
> CCOC(=O)c1c(NC(C)=O)sc2c(OC)cccc12
    -1.9%	-6.1%	i	0.6	0.2%	23.1%	2.4%	nt	25.5%	38.2%
> CN1C(=O)C(CC(=O)Nc2ccc(F)cc2)N(NC(=O)c2cccc(F)c2)C1=S (stereo unspecified)
    -0.4%	-2.2%	i	0.5	-0.1%	-30.2%	0.1%	-2.1%	3.2%	-13.1%
> CCN(c1cccc(C)c1)S(=O)(=O)c1ccc(OC)c([N+](=O)[O-])c1
    nt	10.6%	i	0.4	-0.1%	0.6%[20 µM]	-1.1%	4.9%	-1.5%	1.5%
> O=C(c1ccccc1)N1CCn2c(nc3ccccc32)C1
    nt	15.6%	i	0.5	-0.2%	nt	1.0%	-6.0%	-1.9%	-28.2%
> COc1ccc(-c2nc3ccc(C)cn3c2NCc2ccc3c(c2)OCO3)cc1
    nt	21.2%	i	1.1	-0.2%	-17.0%[20 µM]	-1.3%	-2.8%	-71.5%	-26.4%
> COc1ccccc1C(=O)NCCC(=O)Nc1ncccc1C
    7.3%	1.0%	i	7.6	0.0%	-12.1%	-0.1%	4.9%	-4.2%	-40.0%
> O=C1CC(/C=C/c2ccc(Cl)cc2)=Nc2ccccc2N1
    -9.8%	-2.7%	i	1.4	0.0%	-7.4%	11.2%	6.6%	-151.6%	12.1%
> C=CCC(O)c1c(-c2ccccc2)nn(C)c1Cl (stereo unspecified)
    -5.7%	-11.9%	i	0.2	2.1%	-11.4%	-0.8%	1.6%	25.5%	-27.3%
> COC(=O)c1ccc(-c2nn(C)c(=O)c3ccccc23)cc1
    -5.4%	-0.3%	i	1.8	-0.3%	19.2%	-0.2%	6.1%	11.9%	-1.5%

The line under a structure holds: KOR beta-arrestin-1	GPR35 arrestin U2OS	Myeloid diff 2	Myeloid diff 2 GFP+ MAC1+ %	GPR55 beta-arrestin	KOR beta-arrestin-2	HIV fusion peptide	GPR55 LPI antagonism	NOD2 inhibition	NOD1 inhibition
> CC1CCCCN1S(=O)(=O)c1ccc(C(=O)N(CCCN(C)C)c2nc3cc4c(cc3s2)OCO4)cc1 (stereo unspecified)
    -1.3%	3.6%	i	3.7	-0.1%	15.7%	-1.3%	15.7%	3.9%	-42.7%
> CCOc1ccc(/C(=N\O)C(C)NO)cc1 (stereo unspecified)
    0.0%	-3.7%	i	8.6	0.2%	13.6%	1.2%	-2.8%	0.4%	2.8%
> Clc1ccc(-c2nnc(-c3ccc(Br)cc3)c(N3CCSCC3)n2)cc1
    -3.0%	21.0%	i	0.4	0.0%	16.9%	0.9%	4.9%	17.9%	11.9%
> Cc1ccc(C(=O)N(Cc2nc3ccccc3c(=O)[nH]2)C2CCCC2)cc1
    nt	22.7%	i	0.7	-0.1%	-17.0%[20 µM]	-1.1%	-5.0%	27.8%	27.7%
> Cc1nn(C)cc1CNC(=O)Nc1ccc(Cl)cc1
    -5.8%	-12.8%	i	1.1	-0.3%	-14.7%	-0.7%	-9.4%	-22.7%	-41.5%
> CC(C)OCCCN(CC(O)c1ccccc1)CC(O)c1ccccc1 (stereo unspecified)
    0.1%	4.4%	i	0.9	-0.3%	7.8%	0.5%	0.0%	7.5%	-21.1%
> Cc1cc(C)c2c(n1)sc1c(N3CCN(C)CC3)ncnc12
    4.0%	0.1%	i	0.3	-0.2%	-1.5%	-0.2%	-3.8%	-9.7%	-9.0%
> CSc1cccc(NC(=S)N2CCC(N(C)C3CCCC3)CC2)c1
    4.1%	-15.5%	i	0.2	0.0%	15.7%	2.0%	5.6%	-13.4%	-30.3%
> CC(C)Oc1cc(N)c(Cl)cc1Cl
    0.8%	-6.4%	i	0.1	-0.3%	-37.5%	-0.5%	2.6%	8.3%	-21.3%
> C=CCNC(=O)C1CC(=O)N(c2ccc(OCC(=O)N3CCCC3)cc2)C1 (stereo unspecified)
    -1.0%	14.4%	i	1.1	-0.1%	8.0%	1.4%	2.3%	-12.5%	-13.9%
> COc1ccc(NC(=O)CS(=O)c2ccc(F)cc2)cc1 (stereo unspecified)
    -2.9%	3.6%	i	0.9	-0.1%	6.6%	-1.3%	10.6%	9.0%	-28.4%
> O=C(O)C1CCN(c2ccc(S(=O)(=O)N3CCC(C(=O)O)CC3)cc2[N+](=O)[O-])CC1
    -0.8%	-1.1%	i	0.5	0.0%	-5.5%	0.9%	15.0%	6.4%	-5.6%
> CCOc1cc(C(C(=O)NCC2CCCO2)N(C(=O)Cn2nnc3ccccc32)c2ccccc2C)ccc1O (stereo unspecified)
    4.0%	-0.6%	i	0.2	0.4%	18.3%	-0.3%	-10.6%	18.3%	-10.8%
> Cc1ccccc1/C=C/c1nc2ccccc2c(=O)n1Cc1ccccc1
    -2.5%	19.6%	i	1.1	0.5%	8.9%	-0.4%	13.6%	7.7%	-13.6%
> CCOC(=O)N1CCC(NC(=O)c2cc(S(=O)(=O)N(CC)CC)ccc2F)CC1
    -4.7%	-12.5%	i	0.6	-0.1%	-11.9%	1.1%	-30.7%	13.0%	-4.9%

The line under a structure holds: KOR beta-arrestin-1	GPR35 arrestin U2OS	Myeloid diff 2	Myeloid diff 2 GFP+ MAC1+ %	GPR55 beta-arrestin	KOR beta-arrestin-2	HIV fusion peptide	GPR55 LPI antagonism	NOD2 inhibition	NOD1 inhibition
> COc1ccc(OC)c(C2C3=C(CCCC3=O)NC3=C2C(=O)CCC3)c1
    -9.9%	4.9%	i	0.5	0.6%	nt	0.4%	8.8%	-2.5%	2.1%
> CN(C)/C(CN1CCOCC1)=C1\N=C(c2ccccc2)OC1=O
    1.3%	4.2%	i	1.1	-0.2%	-21.0%	-1.8%	-0.5%	5.1%	6.2%
> Cc1ccc(N(C)C(=O)c2cc(S(=O)(=O)N3CCCCC3)c[nH]2)cc1
    -2.4%	-6.4%	i	2.3	-0.1%	-32.1%[20 µM]	0.5%	-8.1%	29.1%	4.4%
> O=c1c2ccccc2nnn1CSc1nc2ccccc2c(=O)n1CCCO
    -3.1%	-1.1%	i	0.7	-0.1%	-8.2%	-0.2%	5.5%	12.0%	-26.8%
> COc1nnc(-c2ccc(C)c(S(=O)(=O)NC(C)(C)CO)c2)c2ccccc12
    2.0%	-2.2%	i	0.1	-0.2%	-42.5%[20 µM]	0.9%	-16.2%	2.3%	3.3%
> C=CCOc1ccc(CN(C)C(=O)CN2C(=O)c3ccccc3C2=O)cc1
    -0.5%	-1.1%	i	0.3	0.2%	-15.1%	-0.2%	0.3%	-10.1%	-38.8%
> CCOc1ccc(NC(=O)CCC(=O)NNS(=O)(=O)c2ccccc2[N+](=O)[O-])cc1
    4.0%	6.6%	i	0.6	-0.1%	-27.9%[20 µM]	-1.0%	5.8%	7.7%	1.4%
> ClC(Br)=C(n1cnc2ccccc21)n1cnc2ccccc21
    -1.3%	-3.4%	i	1.4	-0.2%	18.1%	-2.9%	9.3%	-6.0%	-38.3%
> COc1ccc(N2CCN(C(=O)c3nc4nc(C)cc(C)n4n3)CC2)cc1
    -2.2%	6.3%	i	0.2	-0.2%	-17.3%	-0.9%	3.3%	7.4%	-30.5%
> O=C1CCCC2=C1C(c1ccccc1)CC(=O)N2c1ccc(F)cc1F (stereo unspecified)
    -1.0%	5.8%	i	1.3	-0.4%	-4.9%	-0.2%	9.6%	9.1%	-35.1%
> Cc1cc(OC(=O)c2ccc3ccccc3c2)c([N+](=O)[O-])c(=O)[nH]1
    -4.4%	-6.2%	i	0.6	-0.1%	-21.2%	-0.1%	1.8%	8.5%	-49.8%

9 of the compounds above, with tabs:
canonical_smiles	KOR beta-arrestin-1	GPR35 arrestin U2OS	Myeloid diff 2	Myeloid diff 2 GFP+ MAC1+ %	GPR55 beta-arrestin	KOR beta-arrestin-2	HIV fusion peptide	GPR55 LPI antagonism	NOD2 inhibition	NOD1 inhibition
CCOC(=O)N1CCC(NC(=O)c2cc(S(=O)(=O)N(CC)CC)ccc2F)CC1	-4.7%	-12.5%	i	0.6	-0.1%	-11.9%	1.1%	-30.7%	13.0%	-4.9%
COc1ccc(OC)c(C2C3=C(CCCC3=O)NC3=C2C(=O)CCC3)c1	-9.9%	4.9%	i	0.5	0.6%	nt	0.4%	8.8%	-2.5%	2.1%
CN(C)/C(CN1CCOCC1)=C1\N=C(c2ccccc2)OC1=O	1.3%	4.2%	i	1.1	-0.2%	-21.0%	-1.8%	-0.5%	5.1%	6.2%
Cc1ccc(N(C)C(=O)c2cc(S(=O)(=O)N3CCCCC3)c[nH]2)cc1	-2.4%	-6.4%	i	2.3	-0.1%	-32.1%[20 µM]	0.5%	-8.1%	29.1%	4.4%
O=c1c2ccccc2nnn1CSc1nc2ccccc2c(=O)n1CCCO	-3.1%	-1.1%	i	0.7	-0.1%	-8.2%	-0.2%	5.5%	12.0%	-26.8%
COc1nnc(-c2ccc(C)c(S(=O)(=O)NC(C)(C)CO)c2)c2ccccc12	2.0%	-2.2%	i	0.1	-0.2%	-42.5%[20 µM]	0.9%	-16.2%	2.3%	3.3%
C=CCOc1ccc(CN(C)C(=O)CN2C(=O)c3ccccc3C2=O)cc1	-0.5%	-1.1%	i	0.3	0.2%	-15.1%	-0.2%	0.3%	-10.1%	-38.8%
CCOc1ccc(NC(=O)CCC(=O)NNS(=O)(=O)c2ccccc2[N+](=O)[O-])cc1	4.0%	6.6%	i	0.6	-0.1%	-27.9%[20 µM]	-1.0%	5.8%	7.7%	1.4%
ClC(Br)=C(n1cnc2ccccc21)n1cnc2ccccc21	-1.3%	-3.4%	i	1.4	-0.2%	18.1%	-2.9%	9.3%	-6.0%	-38.3%
